# Source: PubChem
# esBAF inh = SWI/SNF esBAF complex inhibition. mouse ES cells, Bmi1-luciferase knock-in reporter, 24 h; 100% = twice the neutral-well signal. reporter increase, % at 12.5 µM. 350,000 compounds, 2% hits; in the data active = activation above about 40%;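 also: 0% = median of the plate's neutral control wells and 100% = double that signal; a rise in the Bmi1 reporter signal indicates esBAF inhibition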
# RAD54 inh = blocks human RAD54 Holliday junction branch migration; Q92698; FAM/BHQ fluorescence; inhibition, % at 10.4 µM; 360,000 compounds, 0.14% hits;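 active = mean normalized replicate activity at least 40 and at least half of replicates scoring 40 or more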;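 also: 0% = median of neutral control wells and 100% = median of positive control wells; inhibitors cause a drop in the FAM fluorescence signal; in these data hits start at about 50%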
# FN deposition inh = fibronectin deposition inhibition | AH1F fibroblasts, Alexa488-fibronectin deposition fluorescence, overnight | inhibition, % at 12.6 µM | 350,000 compounds, 0.086% hits;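 active = mean inhibition across replicates of 30% or more, regardless of how many single replicates reach that level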;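 also: positive control wells lacked labelled fibronectin entirely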
#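 Material: AH1F fibroblast monolayer depositing Alexa488-labelled fibronectin into matrix / Amount: 10000 AH1F cells per well / Signal: fluorescence 485/525 nm / Medium: DMEM, 2% serum / Compound: single dose, pinned / Incubation: 1 h cell adhesion before compound, then overnight fibronectin incubation / Reagent: Alexa488-FN, 24 nM final / Read-out: inhibition of fibronectin deposition signal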
# RAD52 anneal inh = blocks human RAD52 DNA annealing. P43351. recombinant RAD52 DNA annealing, FRET fluorescence. inhibition, % at 18.7 µM. 360,000 compounds, 0.46% hits. AID 651710;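 active = every replicate showing at least 50% inhibition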
# Target sequence (P43351 whole entry, looked up): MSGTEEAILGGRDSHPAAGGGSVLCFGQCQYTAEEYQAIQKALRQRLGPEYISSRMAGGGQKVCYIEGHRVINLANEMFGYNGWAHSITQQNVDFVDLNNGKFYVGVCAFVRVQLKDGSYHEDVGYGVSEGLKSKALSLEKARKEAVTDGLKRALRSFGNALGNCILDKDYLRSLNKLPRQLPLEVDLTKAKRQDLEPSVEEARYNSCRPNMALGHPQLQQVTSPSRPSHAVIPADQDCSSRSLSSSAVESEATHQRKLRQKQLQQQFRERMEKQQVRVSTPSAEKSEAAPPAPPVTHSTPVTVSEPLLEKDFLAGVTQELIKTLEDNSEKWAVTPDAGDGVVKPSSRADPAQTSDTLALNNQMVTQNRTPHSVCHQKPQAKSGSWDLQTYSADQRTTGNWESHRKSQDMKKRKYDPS
# S100A4 inh HTS = blocks human S100A4 binding to myosin IIA peptide; S100A4/TAMRA-MyoIIA peptide fluorescence polarization; inhibition, % at 10.7 µM; 360,000 compounds, 0.14% hits;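 active = mean inhibition of at least 70% across replicates, with every replicate also reaching that level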
#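 Material: S100A4 monomer (human). Medium: Calcium-containing HEPES buffer, pH 7.2. Probe or stimulus: labelled myosin peptide probe, 5 nM. Compound dosing: one concentration per compound. Timing: polarization read 5 min after assay mix addition, stable 5–60 min. Benchmarks: DMSO as neutral control, TFP as positive control.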
# E-sel inducer = induces E-selectin expression in human endothelial cells; P16581; HUVEC E-selectin immunofluorescence imaging; normalized: neutral wells 0, TNF-alpha wells 100; activation, % at 7.58 µM; 260,000 compounds, 0.37% hits;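 active = mean E-selectin-positive cell signal at least 10% of the positive control, reached in at least 60% of replicates, without over 20% cell loss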;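 also: in these data hits start at about 27%; measured in HUVEC primary endothelial cells; signal is the percent of cells scored E-selectin positive by PE staining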
# Target sequence (P16581 whole entry, looked up): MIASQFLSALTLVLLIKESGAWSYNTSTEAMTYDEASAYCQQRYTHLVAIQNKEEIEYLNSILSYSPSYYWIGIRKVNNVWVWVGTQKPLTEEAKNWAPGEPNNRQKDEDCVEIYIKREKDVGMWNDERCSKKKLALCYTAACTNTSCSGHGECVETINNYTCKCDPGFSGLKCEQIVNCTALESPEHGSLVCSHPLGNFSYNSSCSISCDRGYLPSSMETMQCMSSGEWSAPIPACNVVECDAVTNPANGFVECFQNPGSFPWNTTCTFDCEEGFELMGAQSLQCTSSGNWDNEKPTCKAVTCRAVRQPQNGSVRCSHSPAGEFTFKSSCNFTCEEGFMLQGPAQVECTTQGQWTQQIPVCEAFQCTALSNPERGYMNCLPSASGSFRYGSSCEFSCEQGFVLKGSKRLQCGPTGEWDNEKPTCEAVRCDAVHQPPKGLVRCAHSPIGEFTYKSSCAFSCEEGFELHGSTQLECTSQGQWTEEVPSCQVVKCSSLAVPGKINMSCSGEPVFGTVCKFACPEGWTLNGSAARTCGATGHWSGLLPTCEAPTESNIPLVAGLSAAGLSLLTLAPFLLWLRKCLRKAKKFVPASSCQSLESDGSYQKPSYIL
#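 assay system = HUVEC, human umbilical vein endothelial cells | input = 3,000 HUVEC seeded per well | medium = EGM-2 growth medium on 0.1% gelatin-coated wells | dosing = one compound dose added by pin transfer | signal = immunofluorescence imaging | read-out basis = % PE-positive cells | control set = TNF-alpha, DMSO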
# Xi reactivation = activators of X-chromosome reactivation in mouse fibroblasts | XiGFP mouse fibroblasts, % GFP-positive cells imaging, 3 d; cells co-treated with 5-aza-dC sensitizer; scaled so ellipticine positive control = 100% | activation, % at 7.58 µM | 360,000 compounds, 0.055% hits;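 active = mean normalized replicate activation at least 10% and every replicate at or above 10%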;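 also: 0% = median of on-plate neutral control wells and 100% = ellipticine 6 µM median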
#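 Schedule: 3 d treatment, 15 min room-temperature fixation; system: 68-5-11 XiGFP fibroblast line; buffer or medium: DMEM plus 5-aza-dC sensitizer; control set: ellipticine 6 µM positive control; compound: one concentration, pinned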
# EWS-Fli inh = EWS/Fli transcriptional activity inhibition | A673 NR0B1-luciferase reporter, viability-normalised | inhibition, % at 12.6 µM | 350,000 compounds, 0.67% hits | AID 651661;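 active = mean inhibition of at least 50% after viability correction, with every replicate also passing that limit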;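 also: firefly luciferase signal divided by Alamar Blue viability fluorescence both relative to DMSO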
# Active calls of the source: *; / = not tested or not shown.
1. CNC(=O)C1=C(C)NC(=S)NC1c1cccs1 (stereo not given)
2. COC(=O)c1cc2c(C(F)(F)F)nn(C)c2s1
3. CC(CNC(=O)CCC(=O)N1CCOc2ccccc21)c1ccccc1 (stereo not given)
4. COCC(=O)N1CC(=O)N2[C@H](C1)[C@H](c1ccc(C#CCc3ccccc3)cc1)[C@@H]2CO
5. CCc1cccc(CC)c1N(COC)C(=O)Cn1cnc2ccccc21
6. COc1ccc(C(C(=O)NC2CCCCC2)N(C(=O)c2ccco2)c2ccccc2C(C)=O)cc1 (stereo not given)
Screen / compound no.,1,2,3,4,5,6
E-sel inducer,/,0.0,-0.1,-0.1,/,-0.2
EWS-Fli inh,6,8,1,4,8,-5
FN deposition inh,6,-7,-4,/,-7,3
Xi reactivation,0.4,0.0,0.1,0.4,-0.1,0.0
RAD54 inh,1,9,2,/,-6,21
S100A4 inh HTS,-2,-1,0,16,-2,-3
RAD52 anneal inh,-15,-34,-13,3,-8,-3
esBAF inh,-6,/,-4,/,/,1

7. Cc1ccc(S(=O)(=O)N2[C@@H](c3ccc4c(c3)OCO4)C(C(=O)O)=C[C@H]2C(C)(C)C)cc1
8. NC(=O)CN(C/C=C/c1ccccc1)C/C=C/c1ccccc1
9. Cc1cc(C)c2c(N)c(S(=O)(=O)c3ccccc3)sc2n1
10. O=C(NCc1ccco1)C1CC(c2ccc(Cl)c(Cl)c2)=NO1 (stereo not given)
11. COc1ccc(NC(=O)N[C@H]2CC[C@@H](CCNC(=O)c3cc(Cl)cc(Cl)c3)O[C@H]2CO)cc1
12. CN(CC(=O)Nc1ccc(F)c(F)c1F)C(=O)c1ccc(N2CCCC2=O)cc1
Screen / compound no.,7,8,9,10,11,12
E-sel inducer,0.1,/,-1.6,-1.1,-0.7,-0.1
EWS-Fli inh,-12,-4,/,-13,-2,-7
FN deposition inh,0,-2,6,-3,/,-4
Xi reactivation,-0.2,0.2,/,0.4,-0.3,0.5
RAD54 inh,-7,13,-5,/,-10,0
S100A4 inh HTS,-7,3,/,-6,-7,0
RAD52 anneal inh,-6,-8,/,-18,-11,5
esBAF inh,9,-1,10,/,10,/

13. COc1ccc(CN(C)C[C@H]2Oc3ccc(NC(=O)Nc4cccc5ccccc45)cc3CC(=O)N([C@@H](C)CO)C[C@H]2C)cc1
14. Cc1cc(=O)c2cc(C(=O)c3ccccc3)ccc2[nH]1
15. Cc1nc(NC(=O)C2CC2)sc1C(=O)Nc1ccccc1Cl
16. COc1ccc(C2C(C#N)=C(N)OC3=C2C(=O)CCC3)cc1OC (stereo not given)
17. O=S(=O)(Cc1ccco1)Cc1nc(-c2ccc(Cl)cc2)cs1
18. Cc1noc(C)c1NC(=O)N(C)C[C@H]1Oc2c(NC(=O)c3nc4ccccc4s3)cccc2C(=O)N([C@H](C)CO)C[C@@H]1C
Screen / compound no.,13,14,15,16,17,18
E-sel inducer,0.9,-0.2,-0.1,/,6.6,-0.1
EWS-Fli inh,-8,2,-83,6,2,-4
FN deposition inh,/,3,-6,1,-3,3
Xi reactivation,-0.8,0.2,0.2,0.2,0.1,-0.2
RAD54 inh,-3,5,-3,/,-8,7
S100A4 inh HTS,-10,-2,2,5,21,17
RAD52 anneal inh,-14,-1,-14,-19,-19,-5
esBAF inh,-2,12,53*,/,/,1

19. N#Cc1c(N)[nH]c(C(=O)c2ccccc2)c1-c1ccccc1Br
20. Cc1nc(N)sc1-c1csc(N(C)c2ccc(O)cc2)n1
21. O=C(C[C@@H]1CC[C@@H]2[C@H](COC[C@@H](O)CN2Cc2cc(F)ccc2F)O1)N[C@@H]1CCN(Cc2ccccc2)C1
22. COCC(=O)Nc1ccc2c(c1)C(=O)N(C)[C@H]1CC[C@H](CC(=O)NCC(F)(F)F)O[C@H]1CO2
23. C[C@H](CO)N1C[C@H](C)[C@H](CN(C)Cc2ccccc2)OCc2cn(nn2)CCCC1=O
24. CCn1nnc2cc(C(=O)Nc3cc(OC)cc(OC)c3)ccc21
Screen / compound no.,19,20,21,22,23,24
E-sel inducer,0.1,/,0.1,0.1,0.0,-0.2
EWS-Fli inh,4,-64,10,0,-3,-67
FN deposition inh,12,/,12,-21,-2,0
Xi reactivation,0.4,/,0.0,0.2,-0.1,0.2
RAD54 inh,/,6,1,8,/,-2
S100A4 inh HTS,-5,-8,-6,12,/,-19
RAD52 anneal inh,-16,-17,-2,-9,/,-7
esBAF inh,/,43*,3,-4,0,27

# Part of the list above in order of molecular weight, largest number first.
13. COc1ccc(CN(C)C[C@H]2Oc3ccc(NC(=O)Nc4cccc5ccccc45)cc3CC(=O)N([C@@H](C)CO)C[C@H]2C)cc1
21. O=C(C[C@@H]1CC[C@@H]2[C@H](COC[C@@H](O)CN2Cc2cc(F)ccc2F)O1)N[C@@H]1CCN(Cc2ccccc2)C1
11. COc1ccc(NC(=O)N[C@H]2CC[C@@H](CCNC(=O)c3cc(Cl)cc(Cl)c3)O[C@H]2CO)cc1
22. COCC(=O)Nc1ccc2c(c1)C(=O)N(C)[C@H]1CC[C@H](CC(=O)NCC(F)(F)F)O[C@H]1CO2
12. CN(CC(=O)Nc1ccc(F)c(F)c1F)C(=O)c1ccc(N2CCCC2=O)cc1
19. N#Cc1c(N)[nH]c(C(=O)c2ccccc2)c1-c1ccccc1Br
17. O=S(=O)(Cc1ccco1)Cc1nc(-c2ccc(Cl)cc2)cs1
10. O=C(NCc1ccco1)C1CC(c2ccc(Cl)c(Cl)c2)=NO1 (stereo not given)
Screen / compound no.,13,21,11,22,12,19,17,10
E-sel inducer,0.9,0.1,-0.7,0.1,-0.1,0.1,6.6,-1.1
EWS-Fli inh,-8,10,-2,0,-7,4,2,-13
FN deposition inh,/,12,/,-21,-4,12,-3,-3
Xi reactivation,-0.8,0.0,-0.3,0.2,0.5,0.4,0.1,0.4
RAD54 inh,-3,1,-10,8,0,/,-8,/
S100A4 inh HTS,-10,-6,-7,12,0,-5,21,-6
RAD52 anneal inh,-14,-2,-11,-9,5,-16,-19,-18
esBAF inh,-2,3,10,-4,/,/,/,/

15. Cc1nc(NC(=O)C2CC2)sc1C(=O)Nc1ccccc1Cl
16. COc1ccc(C2C(C#N)=C(N)OC3=C2C(=O)CCC3)cc1OC (stereo not given)
20. Cc1nc(N)sc1-c1csc(N(C)c2ccc(O)cc2)n1
14. Cc1cc(=O)c2cc(C(=O)c3ccccc3)ccc2[nH]1
Screen / compound no.,15,16,20,14
E-sel inducer,-0.1,/,/,-0.2
EWS-Fli inh,-83,6,-64,2
FN deposition inh,-6,1,/,3
Xi reactivation,0.2,0.2,/,0.2
RAD54 inh,-3,/,6,5
S100A4 inh HTS,2,5,-8,-2
RAD52 anneal inh,-14,-19,-17,-1
esBAF inh,53*,/,43*,12

# Next part
25. O=C(Nc1ccccc1)N1CCCCN2[C@H](CO)[C@H](c3ccc(C#Cc4ccccn4)cc3)[C@H]2C1
26. CCN(CC)C(=O)C1=C(C)N(Cc2ccccc2)C(=O)C(CC(=O)NCC2CCCCC2)C1 (stereo not given)
27. C[C@H]1CCCCO[C@H](CN(C)Cc2ccccc2)[C@@H](C)CN([C@@H](C)CO)C(=O)c2cc(NC(=O)c3ccccc3)ccc2O1
28. COc1ccc(N(CC(=O)N2CCc3ccccc3C2)S(C)(=O)=O)cc1Cl
29. CC(C)NC(=O)N(C)C[C@@H]1OCCCC[C@H](C)Oc2ccc(NS(=O)(=O)c3ccccc3)cc2C(=O)N([C@H](C)CO)C[C@@H]1C
30. CSc1ncccc1C(=O)NC1CC(C)(C)Cc2c1cnn2-c1ccccc1C (stereo not given)
Screen / compound no.,25,26,27,28,29,30
E-sel inducer,-0.4,-0.4,/,/,0.1,-1.4
EWS-Fli inh,-4,-11,2,12,-5,-10
FN deposition inh,/,-6,-9,2,/,-3
Xi reactivation,0.0,0.1,-0.1,-0.1,-1.0,0.2
RAD54 inh,2,-4,7,1,-7,-12
S100A4 inh HTS,91*,-1,/,-15,-7,-2
RAD52 anneal inh,-8,-1,/,3,12,-3
esBAF inh,/,9,-5,-12,4,3

31. C[C@@H]1CN([C@@H](C)CO)C(=O)c2cccc(NS(=O)(=O)c3cccs3)c2O[C@@H]1CN(C)S(=O)(=O)c1ccc(F)cc1
32. CCCCc1c(-c2ccccc2OC)ncn1Cc1cccc(F)c1
33. Cn1c(N)c(S(=O)(=O)N2CCCC2)c(=O)n(C)c1=O
34. C[C@@H]1ON(C)[C@H]2C[C@H]3c4cc(-c5cccc(Cl)c5)ccc4CCN3C[C@@H]12
35. CC(C)c1ccc(NC(=O)c2ccc3c(c2)C(=O)N(Cc2cccnc2)C3=O)cc1
36. N#C[C@H]1[C@H](c2ccccc2C2=CCCCC2)[C@@H](CO)N1C(=O)C1CCOCC1
Screen / compound no.,31,32,33,34,35,36
E-sel inducer,-0.2,0.1,1.5,0.4,-0.1,-0.1
EWS-Fli inh,-3,19,-9,21,0,0
FN deposition inh,/,4,4,-5,-3,-7
Xi reactivation,-0.9,0.1,0.0,0.5,0.2,0.2
RAD54 inh,-3,/,0,/,-12,/
S100A4 inh HTS,40,0,-1,-4,13,-7
RAD52 anneal inh,-27,-3,-21,48,-11,-8
esBAF inh,4,/,8,/,1,/

37. O=C(NNc1nc(-c2ccccc2)cs1)c1ccc(F)cc1
38. Cn1c(SCc2ccc(C(C)(C)C)cc2)nnc1C1COc2ccccc2O1 (stereo not given)
39. COC(=O)CCCC1=CC2=CC(=O)C(C)(OC(=O)c3cccs3)C(=O)C2=CN1CCc1ccccn1 (stereo not given)
40. COCC(=O)N(C)C[C@H]1Oc2ncc(-c3cccc(OC)c3)cc2C(=O)N([C@H](C)CO)C[C@@H]1C
41. O=S(=O)(NCc1csc(-c2cccnc2)n1)c1cccs1
42. COc1ccc(C(=O)C2CCN(C(=S)Nc3ccc(F)cc3)CC2)cc1
Screen / compound no.,37,38,39,40,41,42
E-sel inducer,2.3,/,-0.1,/,0.5,1.6
EWS-Fli inh,10,-15,-12,-2,-10,-2
FN deposition inh,-2,-3,4,/,1,-6
Xi reactivation,0.1,-0.1,0.6,-0.1,0.0,0.8
RAD54 inh,-6,7,-7,-1,11,/
S100A4 inh HTS,-7,1,10,19,-2,-2
RAD52 anneal inh,3,0,-32,2,-14,-17
esBAF inh,-9,/,-13,-4,6,/

43. COc1ccccc1NC(=O)C(C)OC(=O)C1CC(=O)N(c2ccc3c(c2)OCCO3)C1 (stereo not given)
44. COCCNC(=O)CCC(=O)NNc1nc2ccccc2c2nc(C)nn12
45. COc1ccccc1NC(=O)N[C@H]1CC[C@@H](CCNC(=O)Cc2ccccn2)O[C@@H]1CO
46. C[C@@H]1CN([C@@H](C)CO)C(=O)c2cc(NC(=O)Nc3cccc4ccccc34)ccc2O[C@H]1CN(C)C(=O)Nc1cccc2ccccc12
47. CCOC(=O)c1c(C)oc(NC(=O)CCl)c1C(=O)OCC
48. O=C(Cn1nc(Cl)nc1Cl)c1cc2ccccc2oc1=O
Screen / compound no.,43,44,45,46,47,48
E-sel inducer,107*,/,-0.3,-0.4,2.1,0.4
EWS-Fli inh,2,7,2,3,7,/
FN deposition inh,-1,/,-7,/,5,-5
Xi reactivation,0.0,0.0,-0.5,-0.1,0.1,/
RAD54 inh,0,/,-5,-14,/,0
S100A4 inh HTS,-3,-5,-28,6,5,/
RAD52 anneal inh,4,-8,-10,-8,-7,/
esBAF inh,-4,/,3,3,/,0
